TTR transcr act: activators of transthyretin transcription; hit rate 1.3% among 92,000; AID 1117267; SH-SY5Y TTR promoter Gaussia luciferase, luminescence; 100% = recombinant luciferase protein wells; activation, % at 16.7 µM;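 active = activation above the mean of all tested compounds plus 3 SD, cut at about 9.5% in these data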;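 note: cells exposed to compounds for one day before reading; 0% = median of all test compound wells on the plate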
Numbers without * were called inactive. Only part of the results is shown; the hit share may differ from the screen's.

TTR transcr act,Compound
3.0,Cc1ccsc1C(=O)OCC(=O)NC1CCS(=O)(=O)C1 (stereo not given)
2.5,COc1ccc(-c2noc3c2-c2nc(-c4ccccc4Cl)sc2CC3)cc1
3.8,O=C(NCCc1c[nH]c2ccccc12)OCc1cn(-c2ccc(F)cc2F)nn1
2.6,CCc1nc(SCC(=O)Nc2c(C)n(C)n(-c3ccccc3)c2=O)n[nH]1
1.4,CSCc1ccc(C(=O)Nc2cccc(C)c2C)cc1
4.1,Cc1ccc(C(=O)CC(c2cccs2)S(=O)(=O)c2ccc(C)cc2)cc1 (stereo not given)
-1.5,O=C(NN=Cc1ccccc1OC(F)F)c1cccc(S(=O)(=O)N2CCCC2)c1
-1.5,O=C(Oc1ccc2c3c(c(=O)oc2c1)CCC3)c1ccco1
4.8,O=C(O)CSc1nnc(COc2ccc([N+](=O)[O-])cc2)n1-c1ccccc1
-0.4,Cc1ccc(OCCOC(=O)c2sc(=S)n(C)c2C)cc1
1.9,CCOC(=O)c1[nH]c2ccc(Br)cc2c1NC(=O)CCN1CCOCC1
1.6,Cc1cccc(-c2noc(CCCC(=O)Nc3ccc(C(N)=O)cc3)n2)c1

Three structures from above, sorted by count of non-hydrogen atoms, falling.
TTR transcr act,Compound
2.6,CCc1nc(SCC(=O)Nc2c(C)n(C)n(-c3ccccc3)c2=O)n[nH]1
-0.4,Cc1ccc(OCCOC(=O)c2sc(=S)n(C)c2C)cc1
3.0,Cc1ccsc1C(=O)OCC(=O)NC1CCS(=O)(=O)C1 (stereo not given)

Back to the main list, starting 4 compounds before the break.
TTR transcr act,Compound
4.8,O=C(O)CSc1nnc(COc2ccc([N+](=O)[O-])cc2)n1-c1ccccc1
-0.4,Cc1ccc(OCCOC(=O)c2sc(=S)n(C)c2C)cc1
1.9,CCOC(=O)c1[nH]c2ccc(Br)cc2c1NC(=O)CCN1CCOCC1
1.6,Cc1cccc(-c2noc(CCCC(=O)Nc3ccc(C(N)=O)cc3)n2)c1
-0.8,CCCCn1nnnc1C(c1ccc(OC)cc1)N1CCN(C/C=C/c2ccccc2)CC1 (stereo not given)
-2.0,COC(=O)c1cc(Cl)c(NC(=O)/C=C/c2ccc(OC)cc2)cc1OC
1.6,CC1C(=O)Nc2ccccc2N1C(=O)C1CC1 (stereo not given)
-0.2,O=C(/C=C/N1CCOCC1)c1cc2ccccc2o1
-1.2,COc1cccc(-n2c(C)c(C(C)=O)c(C(C)=O)c2C)c1
0.6,CCc1nc(NCCO)c(C#N)c2c1CCCC2
-0.6,CCOC(=O)CNc1nc(-c2ccncc2)nc2ccccc12
9.3,NC(=O)CSc1nc2cccnc2n1-c1ccc(F)cc1
-0.6,COc1cccc(CNC(=O)C(C(=O)NCc2cccc(OC)c2)c2ncc(C(F)(F)F)cc2Cl)c1
-1.9,CC1=C(C(=O)N(C(C)C)C(C)C)CC(CC(=O)NCCN2CCOCC2)C(=O)N1CCC1=CCCCC1 (stereo not given)
-0.6,CC(O)C(O)C(O)C(O)/C=N/NC(=O)c1ccccc1 (stereo not given)
1.0,CCOc1ccc(C(=O)NCC(=O)OCc2ccc(F)cc2Cl)cc1
-4.0,C=CCOc1ccc(/C=N/N2C(=O)C(CC(=O)Nc3ccc(F)cc3F)SC2=NC)cc1 (stereo not given)
0.0,COc1ccc(C2CC(C(F)(F)F)n3nc(C(=O)O)cc3N2)cc1 (stereo not given)
2.5,Cc1cc(C)c(NC(=O)COC(=O)/C=C/c2cccc(C(F)(F)F)c2)c(C)c1
-1.0,CCCCc1nnc(NC(=O)c2cccc(S(=O)(=O)N3CCN(C)CC3)c2)s1
-0.1,CCn1cc(C(=O)NCc2ccco2)c(=O)c2ccc(C)nc21
-0.4,COc1ccc(Cn2nnnc2CN2CCC(c3nc4ccccc4s3)CC2)cc1
-1.1,O=C(Nc1ccc(C(F)(F)F)cc1)OC1CC2CC1[C@H]1CCCCN1[C@H]2Cc1ccccc1 (stereo not given in full)
-0.4,CCOC(=O)NCC(C)(C)CNC(=O)OCC
2.3,O=C1c2cc(N3CCCC3)c([N+](=O)[O-])cc2C(=O)N1c1ccccc1
-0.8,Cc1cc(C([O-])=C(C(=S)Nc2ccc(F)cc2)[n+]2ccccc2)c(C)n1-c1ccc(F)cc1
0.4,O=C(COC(=O)c1cccnc1SCC(=O)NCc1ccccc1)NCc1ccccc1
9.4,CC(C)(C)n1nnnc1C(c1ccccc1)N1CCCN(Cc2ccc(F)cc2)CC1 (stereo not given)
2.4,Cc1cccc(OCCn2c(=O)n(C)c3ccccc32)c1
2.3,CC(=O)c1cccc(OCCN2C(=O)NC(C)(C)C2=O)c1
0.9,Cc1nc(NC(=O)c2cccc(-c3cc4ccccc4oc3=O)c2)ccc1Br
-0.4,N/C(=N\OC(=O)/C=C/c1ccccc1)c1ccccn1
0.1,COC(=O)CCC/C=C1\SC[C@@H](NC(=O)c2ccccc2)C1NC(C)=O (stereo not given in full)
-0.6,CCn1c(CCn2ccnc2C)n[nH]c1=S
-0.1,O=[N+]([O-])c1cc2c(cc1Br)-c1ccccc1C2
-4.4,COc1ccc(CNC(=O)C2CCCN(c3nccc(C)n3)C2)cc1 (stereo not given)
0.8,O=C(CN1CCN(c2ccccc2)CC1)Nc1scc2c1c(=O)oc1ccccc12
1.9,CCN(CC)C(=S)Nc1ccc(OC(F)F)cc1
-1.8,CC(C)N(C(=O)N1CCC(c2nc(-c3ccncc3)no2)CC1)C(C)C
1.9,CC(C)(C)c1ccc(C(=O)N/C(=C\c2ccco2)C(=O)O)cc1
-2.4,O=C(Nc1ccc2c(c1)CCC2)c1cnn2c1NC(c1ccco1)CC2C(F)(F)F (stereo not given)
-0.4,COC(=O)[C@]12C[C@H](CC(=O)NCc3cccs3)C(=O)N(Cc3cccc4ccccc34)C1=C[C@H](C1CCCC1)O[C@@H]2C
-0.9,N#Cc1ccc(CSc2nnc(-c3cccc(S(=O)(=O)N4CCCCC4)c3)o2)cc1
3.8,CCN(CC)c1nc(N)nc(N(c2ccccc2)c2ccccc2)n1
8.7,CN(C)S(=O)(=O)c1ccc(N2CCCC2)c(C(=O)NCc2cccc(C(F)(F)F)c2)c1
-3.2,CC(=O)OC(C(=O)N1CCN(c2ccc(F)cc2)CC1)c1ccccc1 (stereo not given)
0.1,CSc1nnc(NC(=O)c2cc(=O)c3cc(C)cc(C)c3o2)s1
3.0,COc1ccc(OC)c(-c2csc(NC(=O)CSc3ccc(Br)cc3)n2)c1
-2.1,Cc1oc2cc([N+](=O)[O-])c(O)c([N+](=O)[O-])c2c1C(=O)c1ccc(Br)cc1
1.8,CNc1nc(C)nc(-c2ccccc2O)n1
-0.8,COc1ccc(CN(Cc2ccccn2)S(=O)(=O)c2ccc(-n3cnnn3)c(OC)c2)cc1
-2.2,Cc1ccc(S(=O)(=O)N2CCC(C(=O)O)CC2)cc1C(=O)O
2.5,O=C(O)c1ccc(-n2cccn2)nc1
0.2,CC(NC(=O)C1=CC=CN2CCS(=O)(=O)N=C12)c1ccc(Cl)c(Cl)c1 (stereo not given)
2.9,COc1ccc(S(=O)(=O)c2c(C)c(NS(=O)(=O)c3ccccc3)cc(C)c2O)cc1
-1.1,COC(=O)[C@]1(CC(C)C)N[C@H](c2ccc(-c3ccc(C(C)=O)cc3)cc2)[C@@H]2C(=O)N(C)C(=O)[C@@H]21
0.5,Cc1nn(C(C)C)c(C)c1CN1CCN(Cc2ccsc2)C(CCO)C1 (stereo not given)
-0.1,CCOc1ccc(/C=C/C(=O)Oc2ccc(OC)cc2)cc1
4.6,Cc1ccc(-c2nnc(SCC(N)=O)n2C)cc1
-0.6,CN(C)CCCn1c(SCc2ccc(Cl)cc2)nnc1-c1ccncc1
0.2,CCOc1cc(/C=C2\NC(=O)NC2=O)cc([N+](=O)[O-])c1O
1.8,CC(C)Cc1ccc(C(C)NC(=O)c2ccc(=O)[nH]c2)cc1 (stereo not given)
-3.4,CC(=O)c1ccc(OCCCC(=O)N2CCN(S(=O)(=O)c3ccc(C(C)C)cc3)CC2)cc1
-0.1,COc1cccc(N2CCN(CC(=O)NC3=Nc4ccccc4N=C(C)C3c3ccccc3)CC2)c1 (stereo not given)

Single values from the list:
TTR transcr act, CCCCc1nnc(NC(=O)c2cccc(S(=O)(=O)N3CCN(C)CC3)c2)s1 reads -1.0
TTR transcr act, O=[N+]([O-])c1cc2c(cc1Br)-c1ccccc1C2 reads -0.1
TTR transcr act, N#Cc1ccc(CSc2nnc(-c3cccc(S(=O)(=O)N4CCCCC4)c3)o2)cc1 reads -0.9
TTR transcr act, COc1cccc(N2CCN(CC(=O)NC3=Nc4ccccc4N=C(C)C3c3ccccc3)CC2)c1 (stereo not given) reads -0.1

Going on with the list.
TTR transcr act,Compound
4.8,CCn1c(=N)n(CC(O)COc2cccc(C)c2)c2ccccc21 (stereo not given)
1.3,C=CCN1C(C(=O)OCC)CSCCS1(=O)=O (stereo not given)
0.8,COc1ccccc1CNC(=O)CN(c1cccc([N+](=O)[O-])c1)S(C)(=O)=O
4.2,Cc1ccc(S(=O)(=O)Nc2cc(-c3ccccc3)nn2C)cc1
0.0,CC1=NN(C(=O)c2ccoc2C)C(O)(C(F)(F)F)C1 (stereo not given)
-1.6,COc1ccc(NC(=O)c2cc(-c3ccc4c(c3)OCO4)on2)cc1
-0.2,CCOc1cc(/C=N/Nc2nc(=O)[nH]nc2C)ccc1O
1.3,O=C(C[C@H]1CC[C@@H]2[C@H](COC[C@@H](O)CN2Cc2cccc(F)c2)O1)NCC1CCCCC1
-1.5,O=c1cc(-c2nn[nH]n2)[nH]c(=O)[nH]1
1.3,COc1ccc(NC(=O)CN(C)C(=O)C2CCCO2)cc1 (stereo not given)
0.2,CN(C)Cc1cc(C(C)(C)C)c(O)c(C(C)(C)C)c1
-0.9,COc1ccc(-c2cc(N)n(S(=O)(=O)c3ccc(F)cc3)n2)cc1OC

3 compounds already listed, ordered by their value in TTR transcr act, lowest first.
TTR transcr act,Compound
-0.9,COc1ccc(-c2cc(N)n(S(=O)(=O)c3ccc(F)cc3)n2)cc1OC
0.2,CN(C)Cc1cc(C(C)(C)C)c(O)c(C(C)(C)C)c1
1.3,C=CCN1C(C(=O)OCC)CSCCS1(=O)=O (stereo not given)

Carrying on.
TTR transcr act,Compound
5.7,CSc1sc(C(=O)NNC(C)=O)c2c1C=CCC2
2.3,CCN(CC)CC#Cc1ccc(C)cc1
-0.9,CC1(C)C(=O)Nc2ccccc2N1C(=O)c1ccc([N+](=O)[O-])cc1
0.2,COc1ccc(NC(=O)C2CCCN(S(=O)(=O)c3ccc4c(c3)oc(=O)n4C)C2)cc1OC (stereo not given)
-6.8,CC(C)(C)C(=O)NCCCc1nc2ccccc2n1CCCOc1ccc(Cl)cc1
-1.3,Cc1cccc(/C=N/NC(=O)c2cc(C3CC3)nc3ccccc23)n1
7.7,c1ccc(-c2nc(-c3ccco3)n3ccccc23)cc1
1.1,COc1ccccc1CNCC(=O)Nc1cc(S(=O)(=O)N2CCCCCC2)ccc1Cl
0.7,O=C(Nc1ccc(F)cc1F)N1CCC(c2nc3ccccc3o2)CC1
-5.3,COc1ccc(/C=N/NC(=O)CSc2nnc(CCCc3ccc(OC)c(C)c3)o2)cc1
-1.5,CCOC(=O)c1[nH]c2ccc(OC)cc2c1NC(=O)c1cccc(OC)c1
4.0,COc1ccc2nc(SCC(=O)C(C)(C)C)[nH]c2c1
1.1,CCCc1cc(=O)[nH]c(SCC(=O)NCCCC(=O)OCC)n1
2.4,CC(=O)c1ccc(NC(=O)CCn2c(=O)oc3ccccc32)cc1
0.2,O=C(Nc1c(-c2ccc(C(F)(F)F)cc2)nc2ncccn12)c1ccccc1
0.1,CSc1ncnc2[nH]ccc12
0.4,CC1(C)NC(=O)N(CCOCCOc2cccc(Oc3ccccc3)c2)C1=O
3.4,CNC(=O)CSc1nc2ccccc2c(=O)n1C1CCCCC1
3.2,C/C(=N\NC(=O)Cc1ccc(F)cc1)c1ccc(O)cc1
0.2,COc1ccc(C(C)=O)cc1COC(=O)C1CC(=O)N(Cc2ccccc2)C1 (stereo not given)
7.1,COc1ccnc2c1c(=O)n(Cc1cccc(F)c1)c(=O)n2C
1.3,Nc1nonc1C(=O)NCCN=Cc1ccccc1O
1.5,CSc1ncnc2c1ncn2CCCNCCCc1ccccc1
1.6,CCOc1ccccc1C(=O)NC(C(=O)Nc1cccnc1)C(C)C (stereo not given)
0.9,c1ccc(-c2n[nH]c3c2CCC3)cc1
9.8*,O=S(=O)(NCCNc1nccc(C(F)(F)F)n1)c1ccccc1
-0.4,COc1ccc(C(=O)C(=NNc2ccccc2)c2ccc(OC)cc2)cc1
-1.6,Cc1ccc(CCCNC(=O)C2CCC(=O)N(Cc3cccc(F)c3)C2)cc1 (stereo not given)
2.2,O=C(CCCn1c(=S)[nH]c2ccccc2c1=O)N1CCN(c2cccc(Cl)c2)CC1
0.9,CCOC(=O)c1cc(C)sc1NC(=O)CN1CCN(C(=O)c2ccco2)CC1
-2.0,CCOC(=O)c1c(C)c2c(=O)[nH]cnc2n1-c1ccccc1
-1.2,Cc1cc2c(cc1C)[n+](C)cn2CC(O)COCc1ccccc1 (stereo not given)
1.0,COc1ccc(OC)c(CCNC(=O)CCc2nnc3ccc(N4CCOCC4)nn23)c1
2.6,COc1cc(/C=N/n2c(-c3cc(C)[nH]n3)n[nH]c2=S)ccc1O
-1.6,CCN(CC)S(=O)(=O)c1ccc(C(=O)Nc2nnc(NC(=S)Nc3ccccc3)s2)cc1
-1.5,c1ccc(-c2cc3ccccc3cn2)cc1
2.3,COC(=O)C(NC(=O)c1ccco1)(Nc1cc(C)ccn1)C(F)(F)F (stereo not given)
4.1,O=C(N/N=C/c1ccccn1)c1ccc2nc[nH]c2c1
-1.3,OCCc1c[nH]c2ccccc12
1.0,O=C(Nc1ccc(F)cc1)OC1CC2CC1[C@H]1CCCCN1C2 (stereo not given in full)
8.4,COc1ccc(C(=O)O/N=C(\C)c2nccs2)cc1
0.1,CCOC(=O)c1sc(=NC(=O)c2ccc(S(=O)(=O)N(C)c3ccccc3)cc2)n(C)c1C
-1.2,CS(=O)(=O)Nc1ccccc1C(=O)N1CCOCC1
0.7,O=C(c1ccc(-n2cnnn2)cc1)N(C1CCCCC1)C1CCCCC1
-0.7,Cc1c(S(=O)(=O)NCCc2ccccc2)c(=O)n(C)c(=O)n1C
-3.7,Cc1ccc(C2=[N+]([O-])C3(CCCCC/C3=N\O)N(O)C2(C)C)o1 (stereo not given)
